NCI-60 one-dose screen, 48 h, at 10 µM unless noted. Numbers give growth in % (100 = growth as untreated, 0 = no growth, -100 = all killed).
UACC-62: UACC-62 melanoma | 81,000 tested, 5.4% active
UACC-257: UACC-257 melanoma; 78,000 tested, 4.4% active
BT-549: BT-549 breast cancer; 78,000 tested, 4.4% active; AID 1794793
MALME-3M: MALME-3M melanoma; 78,000 tested, 5.8% active; AID 1794766
SK-MEL-2: SK-MEL-2 melanoma; 77,000 tested, 4.7% active; AID 1794763
HS 578T: HS 578T breast cancer. 78,000 tested, 4.1% active
T-47D: T-47D breast cancer; 79,000 tested, 5% active
SK-MEL-28: SK-MEL-28 melanoma; 81,000 tested, 4.1% active
An asterisk follows results filed as active; . = not tested or not shown; & = joins results of further samples. The calls were made as follows: active = growth percent below 10; inactive = the rest.

Values in the order: UACC-62	UACC-257	BT-549	MALME-3M	SK-MEL-2	HS 578T	T-47D	SK-MEL-28
> O=C(NO)c1ccc(C(=O)NO)c(Br)c1
 : 110	94	116	97	107	96	97	113
> CCCCOC(=O)CC(NS(=O)(=O)c1ccc(C)cc1)C(=O)OCCCC (centres undefined)
 : 108	105	105	127	103	102	105	118
> CC(=O)Nn1c(N(N=Cc2cc(-c3ccccc3)cs2)C(C)=O)nn(C(C)=O)c1=S
 : 90	102	94	100	102	109	96	100
> N=C(N)c1ccc(-c2ccc(-c3ccc(-c4ccc(Cl)c(Cl)c4)s3)s2)cc1
 : 94	98	97	92	103	85	85	97
> O=C(/C=C/c1cccc(Br)c1)c1cccc(OCCCCOc2cccc(C(=O)/C=C/c3cccc(Br)c3)c2)c1
 : 98	109	117	98	104	101	104	110
> COc1cc(-c2nn(C(C)(C)C)cc2-c2ccnc(NCCCNS(=O)(=O)c3ccc(Cl)cc3)n2)ccc1F
 : 75	90	60	121	97	87	57	104
> O=C1CSC(=Nc2ccc(Cl)c(C(F)(F)F)c2)N1
 : 86	95	104	97	101	73	87	103
> Cc1cccc(NC2CNC(=O)NC2=O)c1 (centres undefined)
 : 98	92	101	117	109	113	103	108
> CC1=CC2c3oc(-c4ccccc4)c(C(=O)c4ccccc4)c3CNC2C=C1 (centres undefined)
 : 88	71	103	99	.	.	91	111
> O=c1oc(-c2ccccc2)c(-c2ccccc2)c2ccccc12
 : 86&89	102&101	91&94	93&113	99&106	92	91&107	98&130
> CN(C(=O)C1CC1)c1ccccc1
 : 104&101	93&105	108&101	107&93	109&104	98&102	97&91	100&113
> COC(=O)C#CC(=O)OC
 : 100	83	104	119	.	.	112	112
> O=C(Nc1c(Cl)cccc1Cl)Oc1c(Br)cc(Br)cc1Br
 : 112	100	99	94	.	103	92	112
> c1ccc2c(NCCCN3CCOCC3)c3oc4ccccc4c3nc2c1
 : -52*	-7.3*	3.6*	-26*	-75*	5.3*	21	-47*
> Oc1[nH]c2ccc(Cl)cc2c1/C=c1/cc2c(c(-c3ccc(C(F)(F)F)cc3)n1)=Nc1ccccc1-2
 : 77	77	88	.	102	84	64	92
> Cc1ccc(N/N=C(\C#N)C(=O)Nc2cc(-c3ccccc3)nn2-c2ccccc2)cc1
 : 40	51	68	38	58	84	47	72
> COC(=O)c1nc(=S)[nH]c(C(=O)OC)c1C(=O)c1ccc(Cl)c(Cl)c1
 : 102	111	129	102	107	102	100	124
> N#C/C(=C\c1c(F)cccc1Cl)C(=O)O
 : 108	87	113	101	94	109	87	96
> O=CC(O)CN1CCCC1 (centres undefined)
 : 105	64	96	97	103	120	80	115
> Cc1c2c(c(C)c3c1oc1cc(O)ccc13)C(=O)N(Cc1ccccc1)C2=O
 : 76	105	81	82	88	66	90	108
> O=C1c2cccc3cccc(c23)C(=O)N1Nc1nc(N2CCN(c3ccccc3)CC2)nc(-n2cnc3ccccc32)n1
 : 91	94	91	77	105	72	76	93
> Cc1ccc(-c2cc3ccccc3[nH]2)cc1
 : 87	.	103	124	100	94	76	97
> CCCCn1c(-c2cccc(O)c2)cn2c3c(=O)[nH]c(=O)n(C)c3nc12
 : 92	103	128	128	94	99	99	103
> CCc1c(C(=O)Nc2ccc3ccccc3c2)[nH]c(C)c1C(C)=O
 : 87	.	112	96	88	98	84	98
> NCCCCn1c(Cc2ccc(Cl)c(Cl)c2)nnc1Cc1cc2ccccc2[nH]1
 : 100	102	134	91	100	86	73	142
> CC(=O)Nc1ccc2cnn(C(C)=O)c2c1
 : 97	121	105	80	138	98	96	101
> CC(=O)Oc1ccc(C(c2ccc(OC(C)=O)cc2)c2ccccn2)cc1
 : 89&97	88&96	-16*	107&100	94&107	31	-19*	107
> CN(C)c1ccc(/C=C(\C#N)c2nc3ccccc3c(=O)[nH]2)cc1
 : 95	.	88	76	36	71	92	110
> CC1(O)c2ccccc2-c2ccccc21
 : 93	103	93	108	94	96	99	110
> CSc1nc2c(c(=O)n1C)C(c1ccccc1)C1=C(N2)/C(=C/c2ccccc2)CCC1 (centres undefined)
 : 58	52	38	70	29	61	57	79

Additional entries:
Values in the order: UACC-62	UACC-257	BT-549	MALME-3M	SK-MEL-2	HS 578T	T-47D	SK-MEL-28
> C#CCOc1ccccc1C(OC(=O)c1ccc(F)cc1)C(=O)NC(C)(C)C(C)(C)C (centres undefined)
 : 68	85	99	86	95	86	85	95
> O=C(CSc1nc2ccccc2c(=O)n1-c1ccc(S(=O)(=O)Nc2ccc(Cl)nn2)cc1)Nc1ccccc1
 : 65	96	87	101	101	73	82	107
> CC(NC=O)C(=O)O (centres undefined)
 : 113	.	108	103	118	105	100	110
> O=C1Nc2ccc(Br)cc2/C1=N/c1n[nH]c(=S)s1
 : 93	100	121	107	105	94	95	114
> NS(=O)(=O)Oc1ccc(C(=O)NC23CC4CC(CC(C4)C2)C3)cc1Cl
 : 100	105	97	103	106	94	82	104
> CCOC(=O)N1CCN(/C(=N/c2sc(-c3ccccc3)nc2-c2ccccc2)c2ccc(C)cc2)CC1
 : 72	67	89	61	103	58	72	90
> COC(=O)C(Cc1cccc(-c2ccc(Cl)nc2)c1)NC(=O)OCc1ccccc1 (centres undefined)
 : 88	101	93	94	110	87	76	115
> COc1ccc(/C=C/C(=O)N2CC(C)OC(C)C2)cc1OC1CCCC1 (centres undefined)
 : 99	105	107	104	112	105	.	111
> COc1ccc(OC)c(/C=C2/C(=O)Cc3ccccc32)c1
 : 88	102	84	101	91	95	84	98
> C/C(=C(/c1ccc(Cl)cc1)c1ccc(OCCN)cc1)c1ccc(O)cc1
 : 96	105	102	96	111	94	94	101
> O=Cc1cccc([N+](=O)[O-])c1O
 : 102	99	.	110	106	104	100	102
> CN(C(=O)COc1ccccc1)c1ccc([N+](=O)[O-])cc1
 : 94	107	113	100	95	103	96	112
> Cn1c(=S)c2[nH]c(SCC3CCCO3)nc2n(C)c1=O (centres undefined)
 : 99	101	110	.	99	116	111	106
> Cc1ccc(/C=C/C(=O)c2ccc(-c3cc4ccccc4oc3=O)nc2C)cc1
 : 94	110	101	101	136	103	105	106
> COc1ccc2nc(-c3ccc(-c4noc(-c5ccc(Cl)cc5)n4)cc3)[nH]c2c1
 : 58	74	75	37	100	62	67	80
> O=c1cc(-c2ccc(O)cc2)oc2c(O)c(O)c(O)c(O)c12
 : 89	90	.	114	.	123	105	123
> CN(C)C(=O)c1ncc(-c2ccc(C(F)(F)F)cc2)c(NC2CCCCCC2)n1
 : 104	100	113	.	.	109	96	128
> O=C(CN1C(=O)/C(=C/c2ccc(F)cc2)SC1=S)N1CCOCC1
 : 95	99	136	85	127	108	73	99
> COc1cccc(/C=C2\Oc3cc(OCCN4CCC(Cc5ccccc5)CC4)ccc3C2=O)c1
 : 85	83	82	86	110	79	72	89
> CC1Cc2c(N(C)C)ncnc2N(C)c2ccccc21 (centres undefined)
 : 92	.	111	104	94	94	102	114
> CC/C(=C(\c1ccc(O)cc1)c1ccc(OCCNC)cc1)c1ccccc1
 : 101	97	74	91	99	81	45	93
> CCCCCCCC[C@@H](O)CC(=O)N[C@@H](CC(N)=O)C(=O)N[C@@H](CCC(N)=O)C(=O)N[C@@H](CC(=O)c1cc(C)cc(O)c1C(=O)c1c(O)cccc1O)CC(C)C
 : 0.9*	15	-1.4*	51	52	27	-3.6*	28
> CN=S(=O)(OCCCCOS(=O)(=NC)c1ccc(C)cc1)c1ccc(C)cc1 (centres undefined)
 : 103	100	100	94	93	115	99	105
> N#CSCc1ccc(Cl)c(CSC#N)c1
 : 57	83	14	64	83	49	58	69
> Oc1ccc(O)c(-[n+]2ccccc2)c1
 : 103	95	.	112	101	96	110	116
> CCOC(=O)N1CCC(C)CC1
 : 104	107	98	95	111	113	99	111
> Cc1cc(O)c(N=Nc2ccc(C(=O)O)cc2)cc1C
 : 93	96	101	87	.	96	89	100
> NS(=O)(=O)c1ccc(N=Nc2c(O)n(Cc3ccccc3)c3ccccc23)cc1
 : 63	89	84	102	87	100	58	105
> CC(C)NC(=O)C1CCCCC1
 : 104	57	94	111	103	101	.	107
> N#CCNC(=O)c1ccccc1
 : 101	100	107	102	97	111	93	107

Rewritten comma-delimited: entries from further up
smiles,UACC-62,UACC-257,BT-549,MALME-3M,SK-MEL-2,HS 578T,T-47D,SK-MEL-28
O=C1c2cccc3cccc(c23)C(=O)N1Nc1nc(N2CCN(c3ccccc3)CC2)nc(-n2cnc3ccccc32)n1,91,94,91,77,105,72,76,93
Cc1ccc(-c2cc3ccccc3[nH]2)cc1,87,.,103,124,100,94,76,97
CCCCn1c(-c2cccc(O)c2)cn2c3c(=O)[nH]c(=O)n(C)c3nc12,92,103,128,128,94,99,99,103
CCc1c(C(=O)Nc2ccc3ccccc3c2)[nH]c(C)c1C(C)=O,87,.,112,96,88,98,84,98
NCCCCn1c(Cc2ccc(Cl)c(Cl)c2)nnc1Cc1cc2ccccc2[nH]1,100,102,134,91,100,86,73,142
CC(=O)Nc1ccc2cnn(C(C)=O)c2c1,97,121,105,80,138,98,96,101
CC(=O)Oc1ccc(C(c2ccc(OC(C)=O)cc2)c2ccccn2)cc1,89&97,88&96,-16*,107&100,94&107,31,-19*,107
CN(C)c1ccc(/C=C(\C#N)c2nc3ccccc3c(=O)[nH]2)cc1,95,.,88,76,36,71,92,110
CC1(O)c2ccccc2-c2ccccc21,93,103,93,108,94,96,99,110

Remaining list, next part:
Values in the order: UACC-62	UACC-257	BT-549	MALME-3M	SK-MEL-2	HS 578T	T-47D	SK-MEL-28
> Cc1nn(-c2ccccc2)c(N2CCOCC2)c1C1CC(c2ccccc2)=NN1C=O (centres undefined)
 : 92	82	86	100	104	99	82	112
> CC(C)(O)CC(=O)/C=C\c1ccc2c(c1)OCO2
 : 104	106	107	97	140	112	90	101
> C=C(C)[C@@H]1CC[C@]2(COC(C)=O)CC[C@]3(C)[C@H](CC[C@@H]4[C@@]5(C)CCCNC(C)(C)[C@@H]5CC[C@]43C)[C@@H]12
 : 69	87	71	97	107	91	52	94
> Cc1nn(-c2ccc(Cl)cc2)c2c1C(c1ccc(-c3ccccc3)cc1)C(C#N)=C(N)O2 (centres undefined)
 : 82	104	96	105	100	97	88	112
> O=C1c2ccccc2C(Cl)(c2ccc(Cl)cc2)c2ccc(Cl)cc21 (centres undefined)
 : 66	87	110	97	95	94	95	118
> COc1ccc(-c2nc3c(c(-c4ccc(Cl)cc4)nn3-c3ccccc3)c(-c3ccc(O)cc3)c2C#N)cc1
 : 57	65	54	63	62	25	25	59
> Cc1ccc(-c2ccc(C(=O)N/N=C/c3ccc([N+](=O)[O-])cc3)c(C)n2)cc1
 : 70	88	90	127	104	88	71	97
> COc1ccc(NC(=O)Cn2c(/C=C/c3cccc(OC)c3)nc3ccccc3c2=O)cc1
 : 58	81	74	63	88	9.5*	-15*	89
> O=C1CCCCC(=O)[C@H]2CC(=O)O[C@@H]2CO1
 : 97	99	106	96	114	108	100	106
> CCN(CC)c1ccc(C=O)c(OCc2cn(CC(=O)Nc3c(Cl)cc(Cl)cc3Cl)nn2)c1
 : 95	109	115	102	121	116	91	117
> Nc1cccc(-c2nc3sccn3c2-c2ccnc(NCCNS(=O)(=O)c3ccc(Br)cc3)n2)c1
 : 97	104	88	102	103	96	63	116
> COc1ccccc1/C=C/[C@H]1O[C@@H](C)[C@H](O)[C@@H]1O
 : 102	98	102	111	117	109	114	117
> COc1ccc(-n2c(SCC(=O)NNS(=O)(=O)c3ccccc3)nc3ccc(Cl)cc3c2=O)cc1
 : 77	117	105	117	100	100	95	98
> COCCn1c(Nc2ccc(C(=O)NO)cc2)nc2ccccc21
 : 26	28	87	31	40	81	35	61
> CCCCCOC(=O)N1CCCCC1CC (centres undefined)
 : 117	106	104	108	104	110	103	113

Source: PubChem BioAssay (NCI)
